Screening data (PubChem)
mIAP inh: mouse IAP inhibition; purified mouse IAP, CDP-Star luminescence, 30 min; inhibition, % at 10 µM; 330,000 compounds, 0.2% hits; AID 2806;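 active = inhibition of at least 40% at 10 µM in the primary screen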;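 also: plate controls were DMSO with enzyme for no effect and no enzyme wells for full effect; values of inactives mirror those of a sister screen read the other way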
hIAP block: blocks human intestinal alkaline phosphatase; P09923; purified IAP, CDP-Star luminescence, 30 min; inhibition, % at 10 µM; 330,000 compounds, 0.12% hits; AID 2544;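 active = inhibition reaching a set limit with compound at 10 µM in the primary screen, cut at about 35% in these data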;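 also: plate controls were DMSO wells with enzyme for no effect and no-enzyme buffer wells for full effect; values of inactives mirror those of a sister screen read the other way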
Target sequence (P09923 whole entry, looked up): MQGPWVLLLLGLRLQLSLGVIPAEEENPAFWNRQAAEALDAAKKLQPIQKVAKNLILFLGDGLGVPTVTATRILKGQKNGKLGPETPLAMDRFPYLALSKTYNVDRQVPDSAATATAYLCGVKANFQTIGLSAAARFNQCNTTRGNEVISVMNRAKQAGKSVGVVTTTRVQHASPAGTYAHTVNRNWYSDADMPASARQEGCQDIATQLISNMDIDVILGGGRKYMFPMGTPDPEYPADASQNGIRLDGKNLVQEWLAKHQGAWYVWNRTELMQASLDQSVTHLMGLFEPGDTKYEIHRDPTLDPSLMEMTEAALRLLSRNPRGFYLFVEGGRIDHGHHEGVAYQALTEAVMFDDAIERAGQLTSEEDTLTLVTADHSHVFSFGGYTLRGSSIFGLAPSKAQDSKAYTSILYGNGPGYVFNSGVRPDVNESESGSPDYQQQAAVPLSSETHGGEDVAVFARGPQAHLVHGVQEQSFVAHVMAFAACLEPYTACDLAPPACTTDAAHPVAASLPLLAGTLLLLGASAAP
ATG4B inhibitor: blocks human ATG4B protease cleavage of LC3 substrate | inhibition, % at 8.33 µM | Q9Y4P1 | ATG4B cleavage of LC3-PLA2, NBD-HPC fluorescence, 1 h | 340,000 compounds, 0.51% hits; in the data active = inhibition above about 40%
Target sequence (Q9Y4P1 whole entry, looked up): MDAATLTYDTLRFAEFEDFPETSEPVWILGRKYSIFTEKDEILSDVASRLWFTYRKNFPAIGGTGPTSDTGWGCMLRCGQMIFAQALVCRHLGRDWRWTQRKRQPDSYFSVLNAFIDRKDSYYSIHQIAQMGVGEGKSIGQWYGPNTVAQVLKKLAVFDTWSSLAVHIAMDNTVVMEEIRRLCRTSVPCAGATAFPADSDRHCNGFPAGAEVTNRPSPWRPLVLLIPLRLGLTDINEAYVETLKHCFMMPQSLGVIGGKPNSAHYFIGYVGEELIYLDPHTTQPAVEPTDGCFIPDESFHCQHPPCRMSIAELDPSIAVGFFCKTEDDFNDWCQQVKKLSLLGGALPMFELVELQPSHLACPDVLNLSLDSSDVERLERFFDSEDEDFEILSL
hIAP activ: human IAP activation. purified human IAP, CDP-Star luminescence, 30 min; stronger effect = higher value; 1 = vehicle-only enzyme, 0 = enzyme-free background. 330,000 compounds, 0.16% hits. AID 2524. P09923. activation factor at 10 µM;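 active = activation factor of the enzyme at least 2-fold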; also: the source names both 10 and 20 µM as test concentration; values of inactives mirror those of a sister screen read the other way
mIAP act: increases mouse intestinal alkaline phosphatase activity; activation factor at 10 µM; 330,000 compounds, 0.24% hits; muIAP, CDP-Star luminescence, 30 min; stronger effect = higher value; 1 = vehicle-only enzyme signal, 0 = enzyme-free wells;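 active = activation factor of at least 2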; also: the source names both 10 and 20 µM as test concentration; values of inactives mirror those of a sister screen read the other way
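System: mouse IAP enzyme. Reagent: CDP-Star chemiluminescent phosphatase substrate. Benchmarks: DMSO wells, no-enzyme wells. Times: 30 min enzyme-substrate-compound incubation at room temperature. Detection: luminescence from enzymatic CDP-Star hydrolysis. Doses: test compounds delivered from DMSO solution.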
tim10-1 inh: growth inhibitors of tim10-1 mutant yeast | AID 463190 | inhibition, % at 20 µM | 330,000 compounds, 2.2% hits | S. cerevisiae tim10-1 ts strain growth, BacTiter-Glo, 24 h;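 active = inhibition of at least 40%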;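 also: mutant grown at 25 °C; 0% = DMSO wells with yeast and 100% = wells holding no yeast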
NLRP3 yeast inh: NALP3 inhibition in yeast; Yeast reconstituted NLRP3/ASC/caspase-1, beta-gal luminescence, 24 h; inhibition, % at 10 µM; 330,000 compounds, 0.39% hits;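 active = inhibition of 50% or more; inactive = inhibition below 50%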;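 also: plate controls were induced DMSO wells for no effect and uninduced yeast grown without galactose for full effect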
Apaf1 inhib: blocks human Apaf-1 apoptosome activity; inhibition, % at 20 µM; 330,000 compounds, 0.71% hits; O14727; reconstituted apoptosome caspase-3 activity, DEVD-Rh110 fluorescence; active = inhibition of at least 40% at 20 µM;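 also: plate controls were DMSO wells for no effect and DEVD-CHO caspase inhibitor wells for full effect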
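Material: biochemical Apaf-1 apoptosome reconstitution. Medium: Hepes buffer, pH 7.5. Also added: cytochrome c activation, bis-DEVD rhodamine 110 substrate. Timing: 30 min compound preincubation, 50 min activation, room temperature. Measured by: rhodamine 110 fluorescence at Ex 480/Em 540 nm.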
TIM10 inh: growth inhibitors of TIM10 yeast strain; inhibition, % at 10 µM; S. cerevisiae TIM10 strain growth, BacTiter-Glo luminescence, 24 h; AID 463195; 330,000 compounds, 1.4% hits;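 active = inhibition of 40% or more at the single tested concentration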;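 also: wild-type TIM10 isogenic control strain grown at permissive 25 °C; 0% = DMSO yeast wells and 100% = minimal medium wells without yeast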
* hit, by the source's call; . = not tested or not shown.

SMILES	mIAP inh	hIAP block	ATG4B inhibitor	hIAP activ	mIAP act	tim10-1 inh	NLRP3 yeast inh	Apaf1 inhib	TIM10 inh
O=C(Nc1ccnn1C1CCN(C(=O)c2c(F)cccc2F)CC1)C1CC1	-2	-8	6	1.1	1	-13	8	4	-2
CCOC(=O)CN(C(=O)COc1nc(-c2ccccc2)cc(C)c1C#N)c1ccccc1	-2	16	1	0.84	1	14	11	12	24
CCCCn1c(N)c(N(CC(C)C)C(=O)c2cc(-c3ccco3)nc3ccccc23)c(=O)[nH]c1=O	8	-13	3	1.1	0.93	-7	-2	1	-12
CCO[C@@H]1OC(C(N)=O)=C[C@H](c2coc3ccccc3c2=O)[C@H]1CCCO	4	7	5	0.93	0.96	-14	-3	-3	-1
Clc1ccc(-n2cccc2)cn1	4	2	-9	0.98	0.96	16	2	-3	-10
COCCNC(=O)Cn1nc(C)c2ccccc2c1=O	7	-4	12	1	0.93	12	11	4	-17
COc1ccccc1-n1cnnc1SCC(=O)Nc1cc(C)on1	-3	5	3	0.95	1	4	11	-11	-5
C=CCn1c(SCC(=O)N2CCc3ccccc3C2)nc2sc(CC)cc2c1=O	-15	-7	0	1.1	1.2	-7	8	29	-12
NC(=O)[C@@H]1CC2(CC(c3cccc(NC(=O)CC(c4ccccc4)c4ccccc4)c3)=NO2)CN1C(=O)[C@@H]1CCC(=O)N1 (some centres undefined)	-19	23	-9	0.77	1.2	-1	-1	1	7
CCOC(=O)c1ccc2c(c1)N(CC(=O)N1CCCC1)C(=O)C(C)(C)O2	5	-11	11	1.1	0.95	13	13	0	10
O=C(CCCCn1c(=O)[nH]c2ccccc2c1=O)NCCC1=CCCCC1	-1	14	-11	0.86	1	19	-2	13	3
Cc1ccccc1CSCC(=O)Nc1ccccc1-c1ccccc1	-9	-11	51*	1.1	1.1	-8	14	19	-9
Cc1nn(C)cc1C(C(=O)NC1CCCCC1)N(C(=O)Cn1nnc2ccccc21)c1ccc(F)cc1 (centres undefined)	10	8	-17	0.92	0.9	11	20	-12	15
CCCCNC(=O)c1ccc(N2CCOCC2)c(NS(=O)(=O)c2ccc(OC)cc2)c1	-1	18	-6	0.82	1	14	-2	-2	1
CCC(CC)C(=O)N1CCN(c2cccc(C)c2C)CC1	-2	-14	36	1.1	1	7	3	-5	-25
Cc1ccc(N2CCN(/N=C/c3sccc3C)CC2)cc1	2	20	1	0.8	0.98	0	32	-8	-14
CCC1(c2ccccc2)NC(=O)N(CC(=O)NCc2ccc(C)cc2)C1=O (centres undefined)	0	0	-1	1	1	4	5	-2	3
Nc1nc(CN2CCN(c3ccccn3)CC2)nc(Nc2ccc(F)cc2)n1	0	0	0	1	1	22	12	19	4
O=C(N/C(=C/c1cccc([N+](=O)[O-])c1)C(=O)N1CCCCCC1)c1cccs1	0	4	16	0.96	1	22	6	-9	18
O=C(Nc1ccc(Cl)cc1[N+](=O)[O-])c1ccc2c(c1)OCCO2	3	-5	0	1.1	0.97	-9	3	-1	-3
Cc1ccc(CN2C(=O)/C(=C\c3ccc(C(=O)NCc4cccnc4)cc3)Oc3ccccc32)cc1	-3	2	.	0.98	1	4	-8	0	4
OCC12COC(c3ccccc3)N1C(c1ccccc1)OC2 (centres undefined)	0	-18	0	1.2	1	26	15	16	6
Cc1cc(=O)oc2ccc(OC(=O)c3cccc(S(=O)(=O)N4CCOCC4)c3)cc12	-9	-3	-1	1	1.1	22	10	7	4
O=C(CSc1ccccc1)Nc1cccc(NC(=O)c2ccco2)c1	0	10	-4	0.91	1	36	1	0	39
CCn1nnnc1NC(=O)c1cccc(OC)c1	-11	-12	-11	1.1	1.1	-6	10	11	-13
COc1ccc(/C=C(\C#N)C(=O)Nc2ccc3[nH]c(=O)[nH]c3c2)cc1	16	10	0	0.9	0.84	-12	10	-4	-43
COc1cc(NC(=O)c2cccs2)c(OC)cc1NC(=O)Nc1ccc(F)cc1	6	5	4	0.95	0.94	4	-2	11	2
COCCCn1c(=NC(=O)c2ccccc2)c(C#N)cc2c(=O)n3cccc(C)c3nc21	-8	-2	1	1	1.1	-3	7	4	4
COc1cccc(CNc2ccccc2O)c1OCc1ccccc1F	12	10	12	0.9	0.88	23	27	21	14
Cc1nn(CCC(=O)NNC(=S)Nc2ccc(F)cc2)c(C)c1Br	2	-73	-5	1.7	0.98	8	31	12	-4
CCN(CC)CCCNC(=O)c1nn(-c2cccc(OC)c2)c(=O)c2ccccc12	-2	3	1	0.97	1	12	12	6	-10
O=C(CCCC(=O)NCCc1ccccc1)NCCc1ccccc1	-3	-10	-9	1.1	1	8	7	12	-4
O=C(c1ccc(F)cc1)N1CCN(c2ccc([N+](=O)[O-])cc2-n2cccc2)CC1	11	12	-12	0.88	0.89	-1	5	26	18
CN1CCN(c2nc(-c3ccccc3)cc(C(F)(F)F)n2)CC1	6	15	5	0.85	0.94	20	20	16	13
CCN(CC)C(=O)CSCc1cnn(-c2ccccc2)c1-n1cccc1	18	12	4	0.88	0.82	34	19	10	28
CCOc1ccc(N2CC(C(=O)NCCCN3CCOCC3)CC2=O)cc1 (centres undefined)	10	10	-12	0.9	0.9	9	3	3	-4

Whole records, looked up by structure.
Cc1nn(CCC(=O)NNC(=S)Nc2ccc(F)cc2)c(C)c1Br reads mIAP inh: 2; hIAP block: -73; ATG4B inhibitor: -5; hIAP activ: 1.7; mIAP act: 0.98; tim10-1 inh: 8; NLRP3 yeast inh: 31; Apaf1 inhib: 12; TIM10 inh: -4
CCN(CC)CCCNC(=O)c1nn(-c2cccc(OC)c2)c(=O)c2ccccc12 reads mIAP inh: -2; hIAP block: 3; ATG4B inhibitor: 1; hIAP activ: 0.97; mIAP act: 1; tim10-1 inh: 12; NLRP3 yeast inh: 12; Apaf1 inhib: 6; TIM10 inh: -10

Further entries:
SMILES	mIAP inh	hIAP block	ATG4B inhibitor	hIAP activ	mIAP act	tim10-1 inh	NLRP3 yeast inh	Apaf1 inhib	TIM10 inh
CC(NCc1ccc(S(N)(=O)=O)cc1)C(=O)N1CCc2ccccc21 (centres undefined)	2	8	-7	0.92	0.98	-7	7	-13	-16
Cc1ccc(N2C(=O)NC(NC(=O)C3CC3)(C(F)(F)F)C2=O)cc1 (centres undefined)	0	3	2	0.97	1	4	9	0	7
COCc1cc(C)nc2sc(C(=O)Nc3ccccc3Br)c(N)c12	-29	-1	8	1	1.3	4	33	-1	8
C=CCN1C=C2C(=O)C(C)(OC(=O)c3cccs3)C(=O)C=C2C=C1CCCC(=O)OC (centres undefined)	3	9	-8	0.91	0.97	15	3	29	14
COc1ccc(NC(=O)COC(=O)Cc2ccsc2)c(OC)c1	4	-8	-4	1.1	0.96	13	-3	-7	2
CCNCc1cc([N+](=O)[O-])ccc1OCC	-2	6	-3	0.94	1	-13	-1	-3	-2
Cc1snc(SCC(=O)c2ccc([N+](=O)[O-])cc2)c1C#N	8	4	-16	0.96	0.92	16	17	9	15
COc1ccc(CNC(=O)CN(C(=O)CCC(=O)Nc2nccs2)c2cccc(C)c2)cc1	0	0	-4	1	1	-17	0	15	-10
Cc1ccc(NC(=O)CN2C(=O)C3C4C=CC(C4)C3C2=O)cc1S(=O)(=O)N(C)C (centres undefined)	-10	-10	0	1.1	1.1	1	-2	3	5
Cc1c(CN2CCC(n3nccc3NC(=O)c3cccc(F)c3)CC2)cnn1C	0	-29	1	1.3	0.99	-4	5	-2	0
C=CCCC(=O)Nc1nc(C)c(-c2csc(Nc3cccc(OC)c3)n2)s1	16	7	-2	0.93	0.84	27	13	19	15
COc1ccc(C(=O)c2ccccc2Cl)cc1OC	-2	-6	1	1.1	1	17	31	6	10
CC/C(=N/OC(=O)c1cccc(C)c1)C(=O)c1cccs1	7	22	6	0.79	0.93	20	16	7	17
CCOc1cc(CNC(=O)CN2C(=O)c3ccccc3S2(=O)=O)ccc1OC	2	2	-5	0.98	0.98	4	8	-7	14
CCC(=O)Nc1nnc(S(=O)(=O)N(CC)c2ccc(Cl)cc2)s1	-1	3	-10	0.97	1	4	24	1	-11
COc1cccc(C(=O)N(Cc2ccc(N(C)C)cc2)C2CCS(=O)(=O)C2)c1 (centres undefined)	0	3	-10	0.97	1	8	12	18	15
Cc1cc(NC(=O)NN2CCOCC2)nn1-c1c(Cl)cc(Cl)cc1Cl	-2	-28	-3	1.3	1	12	11	6	-3
C/C(=N/NC(=S)Nc1ccccc1)c1ccc2c(c1)OCO2	-6	-10	-9	1.1	1.1	37	1	10	43*
CCCOc1ccc(N2C(=O)CC(N(O)c3ccccc3)C2=O)cc1 (centres undefined)	-12	-13	-1	1.1	1.1	-2	3	21	-1
Cc1cc(C)c(OCC(=O)N/N=C/c2ccc3c(c2)OCO3)c(C)c1	4	16	-1	0.84	0.96	14	9	11	9
CC1CC(C)CN(C(=O)COC(=O)c2cncc(Br)c2)C1 (centres undefined)	-12	0	6	1	1.1	9	11	-7	6
COc1ccc(C(=O)COC(=O)/C=C/c2ccccc2)cc1	-7	9	0	0.91	1.1	-21	20	1	-1
CC(=O)Nc1ccc(S(=O)(=O)NCCC(=O)OCC(=O)NCc2ccccc2)cc1	7	11	-11	0.89	0.93	-2	12	-3	-8
COc1ccc(C(=O)CC(=O)C(=O)Nc2ccccc2)cc1	12	11	5	0.89	0.88	-38	-3	-1	7
Cc1cccc(NC(=O)CSCC(=O)Nc2nnc(C3CC3)s2)c1	6	-3	-5	1	0.94	-1	-11	0	13
O=C(NCc1ccc(F)cc1)c1cccnc1	-3	3	-3	0.97	1	-2	4	3	-4
CC(C(=O)N1CCCC1)N(c1ccccc1)S(C)(=O)=O (centres undefined)	0	-5	.	1.1	1	-10	19	-1	-5
NS(=O)(=O)c1ccc(CCNC(=O)CN2CCN(c3ccccc3F)CC2)cc1	6	3	-11	0.97	0.94	3	9	2	-13
Cc1nn(CCCC(=O)N2CCN(c3ccc(F)cc3)CC2)c(C)c1[N+](=O)[O-]	1	6	-8	0.94	0.99	15	6	-19	2
O=C(COC(=O)CCC(=O)c1ccccc1)Nc1nnc(-c2ccccc2)o1	12	-34	-2	1.3	0.88	-4	12	3	-2
OCC1CCCN(C(=S)NCCc2ccccc2)C1 (centres undefined)	-4	6	-7	0.94	1	5	9	15	5
C/C(=N/NC(=O)c1ccoc1C)c1ccc(NC(=O)c2ccncc2)cc1	11	-6	-1	1.1	0.89	7	13	-22	7
CN(CC(=O)Nc1cccc(F)c1)C(=O)c1ccc(N2CCCCCC2)c([N+](=O)[O-])c1	10	6	1	0.94	0.9	25	19	18	8
COc1ccc([C@H]2/C=C\CN(C(=O)c3ccc(C)cc3)[C@@H](C)C(=O)N2Cc2ccc(F)cc2)cc1	-8	9	0	0.91	1.1	28	13	16	-1
CCn1cnc2cc(NCc3ccc(Br)cc3)ccc21	3	-18	-8	1.2	0.97	19	43	9	20
CCN(CC)c1ccc(NC(=O)Nc2ccccc2)cc1	-6	14	4	0.86	1.1	17	0	6	4
CC(=O)c1nn(-c2cccc(C(F)(F)F)c2)c(=O)[nH]c1=O	-1	11	9	0.89	1	7	5	4	5

Looked up by structure from above, 3 records:
SMILES	mIAP inh	hIAP block	ATG4B inhibitor	hIAP activ	mIAP act	tim10-1 inh	NLRP3 yeast inh	Apaf1 inhib	TIM10 inh
CN(CC(=O)Nc1cccc(F)c1)C(=O)c1ccc(N2CCCCCC2)c([N+](=O)[O-])c1	10	6	1	0.94	0.9	25	19	18	8
CCn1cnc2cc(NCc3ccc(Br)cc3)ccc21	3	-18	-8	1.2	0.97	19	43	9	20
CCN(CC)c1ccc(NC(=O)Nc2ccccc2)cc1	-6	14	4	0.86	1.1	17	0	6	4
